Assay outcomes as filed in PubChem BioAssay.
NPY1 pot ag = human NPY-Y1 potentiation or agonism, primary screen. P25929. 220,000 tested, 0.37% active. activation, % at 3.6 µM. NPY-Y1 expressing cells, potentiator/agonist activation; in the data active = activation above about 33%, passing the limit was not always enough;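 note: cells stimulated with NPY at EC10 then isoproterenol at EC100; 0% = low agonist plus stimulus and 100% = saturating agonist plus stimulus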
Target sequence (P25929 whole entry, looked up): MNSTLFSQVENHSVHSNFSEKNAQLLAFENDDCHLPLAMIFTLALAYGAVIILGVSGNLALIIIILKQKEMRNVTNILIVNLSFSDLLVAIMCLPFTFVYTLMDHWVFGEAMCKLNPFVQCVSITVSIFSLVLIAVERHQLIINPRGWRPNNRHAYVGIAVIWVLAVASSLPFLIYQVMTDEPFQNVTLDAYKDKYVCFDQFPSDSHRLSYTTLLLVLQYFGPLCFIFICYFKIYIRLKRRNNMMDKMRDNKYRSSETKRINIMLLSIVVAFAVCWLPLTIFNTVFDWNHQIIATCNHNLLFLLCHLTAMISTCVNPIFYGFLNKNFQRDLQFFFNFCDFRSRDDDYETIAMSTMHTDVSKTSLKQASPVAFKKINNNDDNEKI
NPY2 pot ag = potentiates or activates human NPY-Y2 receptor | cells expressing NPY-Y2, potentiator/agonist read-out | activation, % at 3.6 µM | 220,000 tested, 0.45% active; in the data active = activation above about 27%;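 note: cells stimulated with NPY near EC25 plus isoproterenol at EC100; 0% = vehicle plus submaximal agonist and 100% = vehicle plus saturating agonist; some results beyond the cut were filed as inactive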
Target sequence (P49146 whole entry, looked up): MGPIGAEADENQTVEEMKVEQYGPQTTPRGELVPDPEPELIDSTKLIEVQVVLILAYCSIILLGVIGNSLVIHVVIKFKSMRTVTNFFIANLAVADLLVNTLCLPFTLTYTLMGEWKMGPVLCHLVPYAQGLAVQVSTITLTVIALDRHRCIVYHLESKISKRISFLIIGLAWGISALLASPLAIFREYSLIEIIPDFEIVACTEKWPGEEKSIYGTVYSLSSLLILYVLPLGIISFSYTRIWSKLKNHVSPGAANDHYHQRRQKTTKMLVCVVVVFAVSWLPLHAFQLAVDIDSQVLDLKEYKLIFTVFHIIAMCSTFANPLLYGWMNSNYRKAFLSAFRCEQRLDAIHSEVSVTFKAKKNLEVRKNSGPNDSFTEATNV
NCF1 inh = inhibitors of human p47phox binding; inhibition, % at 24.7 µM; P14598; p47phox/p22phox peptide binding, fluorescence polarization, 2 h; AID 1274; 220,000 tested, 0.53% active;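 active = inhibition above about 30%, limit read from the data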;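 note: 0% = p47phox with labelled peptide and 100% = labelled peptide alone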
CHOP inhibitor = inhibitors of CHOP induction in ER stress response. CHO-K1 CHOP-promoter luciferase, tunicamycin-induced, 15-18 h. inhibition, % at 10 µM. 220,000 tested, 3.8% active;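 active = compounds that reduced the stress-induced luciferase reporter signal by more than about 70% of percent inhibition, limit read from the data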;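 note: 0% = tunicamycin plus vehicle and 100% = wells without tunicamycin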
NPY Y1 blocker = antagonists of human neuropeptide Y receptor Y1. 200,000 tested, 1% active. P25929. HEK293-CNG Y1 cells, membrane potential fluorescence; NPY at EC95, then isoproterenol. inhibition, % at 3.6 µM;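 active = inhibition above the campaign mean inhibition of all tested compounds plus 3 SD, cut at about 20% in these data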;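 note: 0% = DMSO wells given NPY plus isoproterenol and 100% = isoproterenol alone without NPY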
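Material: HEK293 cells with Y1 receptor plus CNG channel; times: compound incubation 1 h at room temperature, readout 45 min post-stimulation; signal: fluorescence, membrane potential probe; read-out basis: fluorescence ratio normalized to % inhibition between controls; benchmarks: full-block control isoproterenol-only wells, zero-block control NPY plus isoproterenol wells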
Ba/F3 V617F tox = lowers viability of Ba/F3 cells expressing EpoR and JAK2V617F | ATP luminescence | inhibition, % at 5.6 µM | 220,000 tested, 1.1% active | AID 1446;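 active = inhibition above the campaign mean plus 3 SD over all tested compounds, cut at about 24% in these data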;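 note: cytokine-independent growth of Ba/F3 cells driven by EpoR plus mutant JAK2; 0% = DMSO-treated cells and 100% = JAK inhibitor I control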
BaF3 tox = counter-screen for JAK2V617F inhibitors: parental Ba/F3 viability inhibitors | AID 1486 | 220,000 tested, 1.1% active | inhibition, % at 5.6 µM | CellTiter-Glo ATP luminescence;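 active = inhibition above a per-campaign cutoff, the mean inhibition of all tested compounds plus 3 SD, cut at about 27% in these data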;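 note: 0% = DMSO wells and 100% = JAK Inhibitor I control wells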
S1P4 antag = antagonists of human S1P4 receptor | O95977 | S1P4-expressing cells, antagonist mode, reporter read-out | inhibition, % at 4.98 µM | 220,000 tested, 0.26% active; in the data active = inhibition above about 29%;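 note: 0% = wells stimulated with agonist and 100% = vehicle wells without agonist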
S1P4 agonist = human S1P4 receptor agonism; O95977; S1P4-expressing cell line, agonist reporter assay; activation, % at 4.98 µM; 220,000 tested, 0.35% active; AID 1509; in the data active = activation above about 11%;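 note: 0% = DMSO vehicle and 100% = reference agonist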
Starred values were filed as active, the others as inactive; . = not tested or not shown. No enrichment for hits, and some 7.1% of all compounds hit somewhere here.

nr | molecule | NPY1 pot ag | NPY2 pot ag | NCF1 inh | CHOP inhibitor | NPY Y1 blocker
1 | COc1ccc(CC(=O)NNC(=O)c2cccs2)cc1 | -15 | 11 | -3 | -14 | 2
2 | Cc1cccc2c3c([nH]c12)C(=O)CC(C)(C)S3 | 22 | 20 | -2 | 48 | -3
3 | Cc1cc(O)c(C(=O)c2ccccc2C(=O)O)cc1C | -46 | -29 | -12 | 9 | 8
4 | CSc1nc(=S)cc(C)[nH]1 | -4 | -1 | -37 | 1 | .
5 | CCC(C(=O)Nc1ccccc1-c1ccccc1)c1ccccc1 (stereo not given) | -32 | -10 | -10 | 17 | 19
6 | CN1CCN(C(=O)C23CC4CC(C)(CC(C)(C4)C2)C3)CC1 | 14 | -10 | -10 | -17 | .
7 | NC(=O)C1CCN(C2=C(NS(=O)(=O)c3ccc(Cl)cc3)C(=O)c3ccccc3C2=O)CC1 | 37 | 26 | -6 | 2 | .
8 | Cc1cc(C(=O)NCC(C)C)c2ccccc2n1 | -5 | 0 | -10 | 6 | 0
9 | Clc1ccc(-c2nnc(-c3ccc(Br)cc3)c(N3CCSCC3)n2)cc1 | -9 | -7 | -44 | 41 | 6
10 | CC1CCCCN1C(=O)Cn1c(=O)n(C2CCCCC2)c(=O)c2ccccc21 (stereo not given) | 8 | 2 | -4 | 82* | -2
11 | CCOC(=O)C(=CNc1ccc(C(F)(F)F)cc1Cl)C(=O)OCC | -26 | -28 | -4 | -19 | .
12 | N#Cc1cccc(CSc2nnc(CCCO)n2-c2ccccc2)c1 | 9 | -7 | -3 | 9 | 0
13 | Cc1ccc(-c2nc3ncccc3o2)cc1NC(=O)CC(C)C | -10 | 6 | 5 | -2 | -5
14 | O=C(NCCc1ccc(O)cc1)c1ccc(Cl)cc1 | 4 | -20 | -4 | 21 | 2
15 | CCN(CC)C(=O)COc1ccc(/C(C)=N/NC(=O)c2ccccc2Br)cc1 | -5 | -9 | -4 | -12 | -5

nr | Ba/F3 V617F tox | BaF3 tox | S1P4 antag | S1P4 agonist
1 | -2 | 5 | -11 | -0.2
2 | 0 | 8 | -22 | 1.3
3 | 4 | 9 | 17 | -2.3
4 | -5 | 0 | -2 | -1.0
5 | -1 | -2 | 12 | -1.9
6 | 0 | -2 | -11 | 0.4
7 | 1 | 0 | -12 | 1.2
8 | -3 | 5 | -10 | -2.0
9 | 1 | 3 | -21 | 1.8
10 | -5 | -1 | -9 | 0.6
11 | 0 | 2 | -14 | 2.1
12 | -1 | 6 | -1 | 1.1
13 | -2 | 1 | -22 | 0.5
14 | 0 | 9 | -2 | -3.2
15 | 2 | 7 | -3 | 0.3

Six records drawn at random from those above:
nr | molecule | NPY1 pot ag | NPY2 pot ag | NCF1 inh | CHOP inhibitor | NPY Y1 blocker
2 | Cc1cccc2c3c([nH]c12)C(=O)CC(C)(C)S3 | 22 | 20 | -2 | 48 | -3
1 | COc1ccc(CC(=O)NNC(=O)c2cccs2)cc1 | -15 | 11 | -3 | -14 | 2
15 | CCN(CC)C(=O)COc1ccc(/C(C)=N/NC(=O)c2ccccc2Br)cc1 | -5 | -9 | -4 | -12 | -5
7 | NC(=O)C1CCN(C2=C(NS(=O)(=O)c3ccc(Cl)cc3)C(=O)c3ccccc3C2=O)CC1 | 37 | 26 | -6 | 2 | .
12 | N#Cc1cccc(CSc2nnc(CCCO)n2-c2ccccc2)c1 | 9 | -7 | -3 | 9 | 0
11 | CCOC(=O)C(=CNc1ccc(C(F)(F)F)cc1Cl)C(=O)OCC | -26 | -28 | -4 | -19 | .

nr | Ba/F3 V617F tox | BaF3 tox | S1P4 antag | S1P4 agonist
2 | 0 | 8 | -22 | 1.3
1 | -2 | 5 | -11 | -0.2
15 | 2 | 7 | -3 | 0.3
7 | 1 | 0 | -12 | 1.2
12 | -1 | 6 | -1 | 1.1
11 | 0 | 2 | -14 | 2.1

Additional records:
nr | molecule | NPY1 pot ag | NPY2 pot ag | NCF1 inh | CHOP inhibitor | NPY Y1 blocker
16 | CCOC(=O)C(Sc1nn(C)c(=S)s1)C(C)=O (stereo not given) | 13 | -6 | -2 | -20 | -5
17 | COc1ccc(OC)c(/C=C/C(=O)Nc2ccc3c(c2)CCC3)c1 | -19 | -3 | -25 | 26 | 17
18 | O=C(c1cccc(Cl)c1)c1nn(-c2ccccc2)c(=O)cc1C(F)(F)F | 34 | 10 | -11 | 85* | -1
19 | COc1cccc(CN2CCN(c3cccc(C(F)(F)F)c3)CC2)c1OC | -39 | -11 | -1 | 71* | 14
20 | O=C(NCc1ccccc1)c1cnc2n(c1=O)CCS2 | -12 | -8 | 4 | 12 | 0
21 | CCC1S/C(=N/N=C/c2ccco2)N(Cc2ccc(F)cc2)C1=O (stereo not given) | 14 | -2 | -5 | 28 | .
22 | CC(=O)N1CC23C=CC(CC2CC12CCCCCC2)O3 (stereo not given) | 20 | 3 | -2 | 3 | 0
23 | Cn1c(CCCOc2ccc(Cl)cc2Cl)nnc1SCC(=O)Nc1ccc(F)c(Cl)c1 | -6 | -9 | -2 | 59 | 7
24 | CC(C)(C)OC(=O)N/N=C\c1ccc(OC(=O)c2cccs2)cc1 | 2 | 5 | -7 | 12 | 0
25 | CCc1cccc(NC(=O)c2cc(OC)c(OC)c(OC)c2)c1 | -10 | 61* | 5 | 16 | 3
26 | CC(=O)c1c(C(C)=O)c(C)n(-c2ccc(O)cc2)c1C | -6 | -4 | -4 | 23 | 2
27 | COc1ccc(C2c3c(ncn(CCCO)c3=N)Oc3ccc4ccccc4c32)cc1OC (stereo not given) | 4 | -8 | -4 | 12 | .
28 | CN1CCN(S(=O)(=O)c2ccc(N(C)Cc3cccs3)nc2)CC1 | 6 | 2 | 1 | -18 | 4
29 | CC(C)=CCCC1=CCC(/C(C)=N/NC(N)=O)CC1 (stereo not given) | -4 | -7 | -7 | 4 | 7
30 | Cc1ccc2c(C(=O)N3CCN(c4ccccc4)CC3)cc(-c3cccnc3)nc2c1C | 0 | -7 | 6 | 14 | 7

nr | Ba/F3 V617F tox | BaF3 tox | S1P4 antag | S1P4 agonist
16 | 0 | 7 | -20 | 3.1
17 | -3 | 5 | 3 | -0.9
18 | 0 | 1 | 5 | 0.6
19 | -4 | 1 | 3 | 0.6
20 | -1 | -1 | -22 | -1.4
21 | -1 | 3 | 3 | 0.3
22 | -3 | 0 | -9 | -1.1
23 | -6 | 0 | 3 | 0.4
24 | 3 | 7 | 1 | 1.1
25 | -3 | 0 | 7 | -1.8
26 | -2 | 3 | 6 | -2.0
27 | 0 | -2 | 8 | 0.2
28 | -3 | -1 | -16 | 1.1
29 | 0 | 5 | -10 | 0.3
30 | 4 | 6 | -4 | -1.3

nr | molecule | NPY1 pot ag | NPY2 pot ag | NCF1 inh | CHOP inhibitor | NPY Y1 blocker
31 | CCOC(=O)C(=O)Nc1ccc(F)cc1 | -5 | 3 | -2 | -2 | 2
32 | CC(OC(=O)Cn1c(C(F)(F)F)nc2ccccc21)C(N)=O (stereo not given) | -4 | -2 | 5 | 19 | -2
33 | Fc1cccc(-c2cc3nc4c(c(N5CCOCC5)n3n2)CCCC4)c1 | -14 | -5 | 2 | 33 | 0
34 | CC1=C(C(=O)OCc2ccccc2)C(c2ccc(Cl)cc2)NC(=O)N1CCCCCC(=O)O (stereo not given) | -4 | -2 | -6 | 16 | -3
35 | O=C(NCCCN1CCOCC1)c1ccccc1-c1ccccc1 | -14 | -13 | -7 | -6 | -5
36 | CCOC(=O)c1c(-c2ccccc2)csc1NC(=O)COc1ccc2c(C)cc(=O)oc2c1 | -1 | 0 | 12 | 52 | -1
37 | Cc1onc(-c2ccccc2)c1C(=O)c1c[nH]c(C(=O)NCCCN2CCOCC2)c1 | -19 | -5 | 2 | 15 | 0
38 | CCOC(=O)/C(C#N)=C1/C=CN(c2ccccc2)C=N1 | -12 | -2 | 0 | 9 | -1
39 | COc1cc(S(=O)(=O)N2CCOCC2)ccc1NC(=O)COC(=O)CC12CC3CC(CC(C3)C1)C2 | -40 | -6 | -14 | -12 | 4
40 | CCc1nnc(SCC(=O)Nc2ccc3c(c2)OCO3)o1 | 16 | -7 | -15 | -1 | -4
41 | O=C(COc1ccccc1)OCc1csc(Nc2ccccc2)n1 | 2 | -2 | -16 | -9 | -2
42 | O=c1[nH]c2cc(S(=O)(=O)CCO)ccc2o1 | -2 | 4 | -16 | 11 | .
43 | Cc1nc(-c2ccccn2)nc(SCC(=O)N2CCOCC2)c1Cl | -7 | -11 | 2 | 2 | .
44 | CCc1nnc(NC(=O)CSc2ncnc3c2cnn3-c2ccc(OC)cc2)s1 | 31 | 7 | -28 | 12 | -1
45 | O=C(Nc1ccc(Cl)c(Cl)c1)Nc1ccccc1C(=O)O | -4 | -11 | -11 | -18 | 0

nr | Ba/F3 V617F tox | BaF3 tox | S1P4 antag | S1P4 agonist
31 | -2 | 2 | -3 | -3.5
32 | -1 | 6 | 3 | -2.4
33 | -2 | 1 | -20 | -0.3
34 | 2 | 11 | -10 | 1.8
35 | -1 | 4 | -1 | -0.7
36 | 0 | 6 | -17 | 1.1
37 | 6 | 6 | -5 | -0.3
38 | 5 | 10 | -5 | -2.1
39 | -1 | 3 | 0 | -0.5
40 | -1 | 2 | 0 | 0.7
41 | 3 | 6 | -13 | 0.5
42 | -1 | 0 | -7 | -0.8
43 | 2 | 0 | 13 | -1.2
44 | 4 | 5 | -18 | 0.7
45 | 18 | 45* | -15 | 0.9

nr | molecule | NPY1 pot ag | NPY2 pot ag | NCF1 inh | CHOP inhibitor | NPY Y1 blocker
46 | COc1ccc(Nc2nnc(SCC(=O)N3CCCC3)s2)cc1 | 8 | 2 | -1 | 17 | 6
47 | Cc1sc(NC(=O)CCl)c(C(=O)c2ccccc2)c1C | 2 | -8 | -17 | 108* | -3
48 | CC(C)(C)c1ccc(C(=O)OC/C(O)=C(\C#N)c2nc3ccccc3s2)cc1 | -10 | 2 | -33 | -1 | -3
49 | COC(=O)[C@@H](Cc1c[nH]c2ccccc12)NC(=O)c1cc(=O)[nH]c2ccccc12 | 2 | 2 | -6 | 9 | .
50 | CC1CCC2(CC1)NC(=O)N(CC(=O)NCc1cccs1)C2=O (stereo not given) | 3 | -4 | -11 | -9 | -6
51 | CCC(=O)N1CCN(CCN=CC2=C(O)CC(c3ccc(OC)cc3)CC2=O)CC1 (stereo not given) | 0 | -16 | 3 | -11 | -5
52 | Nc1ccc(C(=O)OCC(=O)N2CCc3ccccc3C2)cc1[N+](=O)[O-] | 0 | 0 | -4 | 2 | -6
53 | O=C(Cn1cnc2cc([N+](=O)[O-])ccc2c1=O)Nc1ccc2c(c1)OCO2 | -9 | -9 | -4 | 4 | -1
54 | CCOc1ccc(NC(=O)N[C@@H](Cc2ccccc2)C(=O)O)cc1 | 0 | 10 | -3 | 0 | .
55 | O=[N+]([O-])c1ccc(N2CCN(S(=O)(=O)Cc3ccccc3)CC2)cc1N1CCOCC1 | 10 | -15 | -2 | 10 | 5

nr | Ba/F3 V617F tox | BaF3 tox | S1P4 antag | S1P4 agonist
46 | 0 | 6 | -7 | 1.4
47 | 5 | 6 | -5 | -4.3
48 | 1 | 3 | -20 | 2.0
49 | -3 | 1 | -3 | 0.8
50 | -1 | 2 | -17 | 0.5
51 | -3 | 1 | -10 | 1.4
52 | 2 | 8 | -1 | 0.1
53 | 2 | 10 | 10 | 24*
54 | 1 | -4 | 7 | 2.5
55 | 5 | 10 | -11 | 0.8
